TRPC4 potent: allosteric potentiators of mouse TRPC4 channel; HEK293 TRPC4beta/mu-opioid, DAMGO EC20, Fluo-4 Ca2+ flux; hits give high values; B-score at 10 µM; 310,000 tested, 0.42% active;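 active means B-score of calcium response area above 5 SD of library B-scores, with initial fluorescence ratio within 5 SD of library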;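 further: B-score of integrated fluorescence ratio over time as area under calcium response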
ANO1 activ: activates or potentiates the mouse TMEM16A chloride channel. Q8BHY3. HEK293 TMEM16A/YFP-H148Q/I152L, iodide quench fluorescence; hits give low values. B-score at 10 µM. 340,000 tested, 0.3% active. AID 623877;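 active means fluorescence-ratio B-score plate-corrected deviation score at least 3 library SD below zero, with starting fluorescence score within 5 deviations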;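 further: channel opened by trigger with iodide after compound preincubation; score built on the fluorescence ratio of max minus min over baseline; more negative score means more quench and so TMEM16A activation or potentiation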
KCNK3 block: human KCNK3 channel inhibition, primary screen; CHO-KCNK3 thallium flux, FluxOR fluorescence; hits give low values; 340,000 tested, 0.84% active; O14649; AID 602410; B-score at 10 µM;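 active means B-score under library mean minus 4 SD, starting fluorescence ratio at most library mean plus 5 SD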;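 further: more negative B-score means stronger inhibition of thallium flux through KCNK3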
Target sequence (O14649 whole entry, looked up): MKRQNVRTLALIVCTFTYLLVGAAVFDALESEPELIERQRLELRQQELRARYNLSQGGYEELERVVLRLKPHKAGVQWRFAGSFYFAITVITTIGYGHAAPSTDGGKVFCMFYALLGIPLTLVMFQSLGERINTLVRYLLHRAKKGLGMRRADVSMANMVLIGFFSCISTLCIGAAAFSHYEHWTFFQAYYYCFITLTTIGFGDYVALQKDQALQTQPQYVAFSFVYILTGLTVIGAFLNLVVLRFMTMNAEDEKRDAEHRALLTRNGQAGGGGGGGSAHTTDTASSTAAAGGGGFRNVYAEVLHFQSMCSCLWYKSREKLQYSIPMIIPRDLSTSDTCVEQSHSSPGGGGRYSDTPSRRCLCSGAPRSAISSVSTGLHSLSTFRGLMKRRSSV
ANO1 block: inhibitors of mouse TMEM16A calcium-activated chloride channel. Q8BHY3. HEK293 TMEM16A/YFP iodide influx fluorescence, ionomycin. normalized B-score (activity score, 25-100; higher = stronger inhibition) at 10 µM. 310,000 tested, 1.2% active;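 active means ratio plate-corrected score three or more library SD toward inhibition, starting fluorescence score within five deviations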;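 further: score derived from kinetic fluorescence span divided by baseline fluorescence per well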
DYRK1A inh: inhibitors of rat Dyrk1A kinase; Q63470; ADP-Glo luminescence, NFATc1 peptide; inhibition, % at 12.5 µM; 310,000 tested, 0.43% active; in the data active means inhibition above about 50%;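 further: plate controls were vehicle with enzyme for no effect and no enzyme for full effect; many of its hits are not listed in these tables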
KCNQ1 block: human KCNQ1 channel inhibition; P51787; CHO-K1 KCNQ1, FluxOR thallium flux fluorescence; hits give high values; B-score at 10 µM; 310,000 tested, 1.3% active; AID 2642;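 active means compounds whose thallium flux B-score, printed positive for inhibition, exceeds three library SD while starting fluorescence stays within three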;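 further: channel opened by potassium depolarization with thallium stimulus after 20 min compound exposure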
KCNK9 block: blocks the human KCNK9 two-pore domain potassium channel; AID 488922; Q9NPC2; HEK293 KCNK9, FluxOR thallium flux fluorescence; hits give low values; B-score at 10 µM; 310,000 tested, 1.2% active;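 active means ratio B-score over 3 SD below the library mean, with starting fluorescence within 5 SD of its mean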;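 further: negative B-score means less thallium flux so channel inhibition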
HDAC3 inh: inhibitors of human histone deacetylase 3. recombinant HDAC3, fluorogenic peptide/trypsin coupled, fluorescence. inhibition, % at 8.3 µM. 320,000 tested, 0.15% active; in the data active means inhibition above about 26%, passing the limit was not always enough
Target sequence (O15379 whole entry, looked up): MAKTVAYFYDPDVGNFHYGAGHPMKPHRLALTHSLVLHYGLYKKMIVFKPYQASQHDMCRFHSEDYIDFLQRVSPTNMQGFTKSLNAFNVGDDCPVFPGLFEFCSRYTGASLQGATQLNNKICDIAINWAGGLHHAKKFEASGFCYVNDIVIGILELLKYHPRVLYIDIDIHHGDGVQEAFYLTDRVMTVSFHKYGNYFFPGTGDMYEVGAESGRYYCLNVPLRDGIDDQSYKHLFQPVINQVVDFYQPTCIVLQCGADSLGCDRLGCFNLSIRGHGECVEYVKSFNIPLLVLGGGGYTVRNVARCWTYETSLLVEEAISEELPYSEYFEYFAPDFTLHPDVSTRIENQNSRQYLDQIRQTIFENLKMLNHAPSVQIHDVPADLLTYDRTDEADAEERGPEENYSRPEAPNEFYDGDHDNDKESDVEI
KCNQ1 pot: human KCNQ1 channel potentiation or activation; CHO-K1 KCNQ1, thallium flux FluxOR fluorescence; hits give high values; B-score at 10 µM; 310,000 tested, 0.35% active;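 active means fluorescence ratio B-score, a plate-corrected score, at least three library SD, with initial intensity B-score within 5 SD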
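Assay system: CHO-K1 cells stably expressing KCNQ1. Medium: assay buffer for compound exposure, DMSO matched across wells. Timing: 37 °C overnight plating, 90-min dark dye load, 20-min compound pretreatment. Signal: kinetic FluxOR fluorescence, 10 s baseline plus 110 s post-stimulus.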
hERG protect: compounds protecting human hERG from proarrhythmic drug block; CHO-hERG, FluxOR thallium flux, dofetilide IC70 present; Q12809; 310,000 tested, 0.51% active; activation (rescue from dofetilide block), less the hit threshold, % at 10 µM;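 active means activation above the mean of controls blocked by dofetilide plus 5 SD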;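 further: thallium influx through hERG after potassium depolarization seen as dye fluorescence rise; in these data hits start at about 4.7%; inactives centre near -7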
TRPC4 agonist: activators of mouse TRPC4 channel; 310,000 tested, 0.49% active; Q9QUQ5; B-score at 10 µM; AID 2237; HEK293 TRPC4beta/mu-opioid, Fluo4 calcium fluorescence; hits give high values;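 active means B-score above 5 SD of library B-scores, and initial fluorescence ratio not above library mean plus 5 SD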;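 further: positive B-score marks a calcium rise read as TRPC4 activation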
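Assay system – TRPC4beta and mu-opioid receptor HEK293 stable cells · Measured by – Fluo4 fluorescence, kinetic · Schedule – dye loading 45 min room temperature, 110 s kinetic read · Read-out – B-scored integrated calcium fluorescence ratio · Controls – buffer and maximal DAMGO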
Numbers without * were called inactive; i = inactive; / = no result given.

Value order: KCNQ1 block, TRPC4 potent, HDAC3 inh, DYRK1A inh, KCNQ1 pot, TRPC4 agonist, ANO1 block, hERG protect, KCNK3 block, ANO1 activ, KCNK9 block
COC(=O)C(NC(=O)COc1ccccc1)(Nc1nc2c(s1)CCCC2)C(F)(F)F (stereo not drawn)
  i, i, -6, 2, i, i, i, -9, i, i, i
COc1ccccc1Nc1nc(-c2sc(NC(=O)c3cccc(Cl)c3)nc2C)cs1
  i, i, 11, /, i, i, i, -8, /, /, i
Cc1cccc(C)c1NC(=O)N1CCC(n2cnc3ccccc32)CC1
  i, i, -5, 5, i, i, i, -17, i, i, i
Cc1nn(-c2ccc(C(=O)O)cc2)c(N)c1-c1ccccc1
  i, i, -5, 1, i, i, i, -6, i, i, i
c1ccc(-c2cn3c(n2)SCC3)cc1
  i, i, -2, 3, i, i, i, -4, i, i, i
CCCS(=O)(=O)c1nnnn1-c1cccc(OC)c1
  i, i, 3, -8, i, i, i, -11, i, i, i
CS(=O)(=O)c1ccc(C2=C(c3ccccc3)C(=O)OC2)cc1
  i, i, 3, 4, i, i, i, -6, i, i, i
COC(=O)c1ccc(CSC2=NCCS2)cc1
  i, i, -2, 2, i, i, i, -6, i, i, i
O=C(Nc1ccc2c(c1)OCCO2)c1ccc2ccccc2n1
  i, i, 0, 1, i, i, i, -4, i, i, i
O=C1S/C(=C\c2ccc(O)c([N+](=O)[O-])c2)C(=O)N1Cc1cccc([N+](=O)[O-])c1
  11*, i, 0, 24, i, i, 100*, -9, i, i, i
COc1ccc(NC(=S)c2ccc(N(C)C)cc2)cc1
  i, i, -2, -5, i, i, i, -6, i, i, i
Cc1c(N=Cc2ccc(O)c(Br)c2)cccc1[N+](=O)[O-]
  i, i, 9, -8, i, i, i, 0, i, i, i
Cc1c(NC(=O)CN2C(=O)c3ccccc3C2=O)c(=O)n(-c2ccccc2)n1C
  i, i, -1, -8, i, i, i, -4, i, i, i
CS(=O)(=O)N1CCCC(C(=O)Nc2ccc(Br)cc2F)C1 (stereo not drawn)
  i, i, 4, -5, i, i, i, -2, i, i, i
Cc1cc(-c2nnc(CCC(=O)NCc3ccc(OC(F)(F)F)cc3)o2)no1
  i, i, -5, -1, i, i, i, -5, i, i, i
CCc1ccc(OCC(=O)NNC(=O)c2cc(S(=O)(=O)N(C)C)ccc2N2CCCC2)cc1
  i, i, /, -4, i, i, i, -10, i, i, i
O=C(c1cccs1)N(c1ccc(F)cc1)C1C=CS(=O)(=O)C1 (stereo not drawn)
  i, i, -6, 4, i, i, i, -3, i, i, i
O=c1c2ccccc2nc(-c2ccc(Br)cc2)n1Cc1ccccc1
  i, i, 1, -10, i, i, i, -13, i, i, i
CCN(CC)CCCC(C)NC(=O)c1cccc(S(=O)(=O)N2CCc3ccccc32)c1 (stereo not drawn)
  i, i, -1, 1, i, i, i, -11, i, i, i
COC(=O)c1cc(C(=O)OC)cc(-n2c(C)cc(C(=O)COC(=O)CNS(=O)(=O)c3ccc(C)cc3)c2C)c1
  i, i, -5, -1, i, i, i, -9, i, i, i
CC12CCC3(CO)COC(c4ccccc4O1)C2C3 (stereo not drawn)
  i, i, -4, 5, i, i, i, -2, i, i, i
CC(C)(C)OC(=O)CNC(=O)c1nc[nH]c1C(=O)NCc1ccc(CNC(=O)OC(C)(C)C)cc1
  i, i, 12, 5, i, i, i, -18, i, i, i
O=C(COc1ccc([N+](=O)[O-])cc1)NNC(=O)c1cccs1
  i, i, 4, -5, i, i, i, -4, i, i, i
C/C(=N\NC(=O)CNC(=O)c1cccc(F)c1)c1ccc2ccccc2c1
  i, i, 3, 4, i, i, i, -8, i, i, i
C=CCn1c(=O)c2ccccc2n2c(SC(C)C(=O)Nc3nc(-c4ccccc4)cs3)nnc12 (stereo not drawn)
  i, i, -2, 0, i, i, i, -8, i, i, i
CCNC(=S)N/N=C/c1ccco1
  i, i, -4, 5, i, i, i, 1, i, i, i
Cc1cccc(NCc2ccc(O)c3ncccc23)c1
  i, i, 9, -6, i, i, i, -3, i, i, i
CCOc1ccccc1NC(=O)CSc1nc2c(c(=O)n1C)SC(C)C2 (stereo not drawn)
  i, i, -5, -2, i, i, i, -3, i, i, i
COc1cc(OC)c(/C=N/n2c(C3CCCCC3)n[nH]c2=S)c(OC)c1
  i, i, 10, -2, i, i, i, -3, i, i, i
CCOc1cccc(-c2nc(C(N)=O)c3[nH]c(=O)n(-c4cccc(Cl)c4)c3n2)c1O
  i, i, 5, 0, i, i, i, -9, i, i, i
FC(F)(F)c1nnc2sc(-c3ccccn3)nn12
  i, i, 1, -1, i, i, i, -12, i, i, i
Cc1ccc(-c2cn3cccnc3n2)cc1
  i, i, -164, /, i, i, i, 2, i, i, i
Cc1cccc(-n2ncc3c2CCCC3NC(=O)C2CCOCC2)c1C (stereo not drawn)
  i, i, 5, -6, i, i, i, -2, i, i, i
CN(Cc1ccccc1)c1ccc(C(CC(N)=O)NC(=O)Cc2ccc(Br)cc2)cc1[N+](=O)[O-] (stereo not drawn)
  i, i, -17, 26, i, i, i, -6, i, i, i
COc1ccc(NC(=O)c2nc[nH]c2C(=O)N[C@@H](C)c2ccccc2)cc1
  i, i, -7, 3, i, i, i, -5, i, i, i
COc1ccc(CN2CCSc3sccc3C2=O)cc1
  i, i, -1, 2, i, i, i, -5, i, i, i
O=C(NCc1ccc(Cl)cc1)C1=Cc2cc(Cl)ccc2OC1
  i, i, 12, /, i, i, i, -11, i, i, i
COc1ccc(C)cc1NC(=O)NCc1ccccc1F
  i, i, 2, -1, i, i, i, -1, i, i, i
CC(=O)Nc1ccc(C(=O)CSc2nc3ccccc3n2CC(=O)N2CCCC2)cc1
  i, i, 67*, 3, i, i, i, -14, i, i, i
COc1ccc(C(=O)NC(=S)NC(C)c2ccccc2)cc1 (stereo not drawn)
  i, i, 7, /, i, i, i, -12, i, i, i
COc1cc2c(cc1OC)CN(C(=O)C1CCCN1S(=O)(=O)c1ccc(F)cc1)CC2 (stereo not drawn)
  i, i, 3, -1, i, i, i, -4, i, i, i
CC(C)(C)CN1C(=O)C(=O)NC[C@@H]1Cc1ccc(O)cc1
  i, i, -3, 3, i, i, i, -3, i, i, i
O=C(c1ccc([N+](=O)[O-])o1)N1CCN(c2nc3c(F)cc(F)cc3s2)CC1
  i, i, -10, 8, i, i, i, -12, i, i, i
O=C(CNC(=O)c1cccs1)N/N=C/c1ccco1
  i, i, /, -4, i, i, i, -6, i, i, i
CCOC(=O)N1CCN(C(=O)Cn2ncc3ccccc32)CC1
  i, i, -2, -7, i, i, i, -5, i, i, i

Pulled by compound from the list above:
Value order: KCNQ1 block, TRPC4 potent, HDAC3 inh, DYRK1A inh, KCNQ1 pot, TRPC4 agonist, ANO1 block, hERG protect, KCNK3 block, ANO1 activ, KCNK9 block
COc1ccc(C(=O)NC(=S)NC(C)c2ccccc2)cc1 (stereo not drawn)
  i, i, 7, /, i, i, i, -12, i, i, i
CC(=O)Nc1ccc(C(=O)CSc2nc3ccccc3n2CC(=O)N2CCCC2)cc1
  i, i, 67*, 3, i, i, i, -14, i, i, i

Next part.
Value order: KCNQ1 block, TRPC4 potent, HDAC3 inh, DYRK1A inh, KCNQ1 pot, TRPC4 agonist, ANO1 block, hERG protect, KCNK3 block, ANO1 activ, KCNK9 block
O=C(NNS(=O)(=O)c1ccc([N+](=O)[O-])cc1)c1ccncc1
  i, i, 3, -1, i, i, i, -3, i, i, i
O=C(N/N=C/c1ccncc1)c1nc(-c2ccccc2)n2c1CCCCC2
  i, i, 0, -5, i, i, i, -14, i, i, i
O=C(O)c1cc([N+](=O)[O-])c(NCc2cccnc2)c([N+](=O)[O-])c1
  i, i, -1, -1, i, i, i, -4, i, i, i
CCOC(=O)N1CCN(c2ccc(C(=O)c3cccc(F)c3)cc2)CC1
  i, i, 0, -4, i, i, 25*, -8, i, i, i
O=C(O)CSc1nnc(-c2ccc(Cl)cc2Cl)n1-c1ccc(Br)cc1
  i, i, -1, -3, i, i, i, -4, i, i, i
O=C(COC(=O)c1ccc(O)cc1)NCCC1=CCCCC1
  i, i, 2, 0, i, i, i, 2, i, i, i
CCCCCCn1cnc2c(c1=O)c1nc3ccccc3nc1n2Cc1cccs1
  i, i, -7, 3, i, i, i, -2, i, i, i
CCC(=O)c1ccccc1OCC(=O)Nc1c(C)cccc1C
  i, i, -2, 13, i, i, i, -11, i, i, i
O=c1c(/C=C(\O)c2ccccc2)nc2ccccc2n1-c1ccccc1
  i, i, 3, 5, i, i, i, -3, i, i, -8.1*
NS(=O)(=O)c1ccc(CCNC(=O)CSc2nc3ccccc3c(=O)n2CCC(=O)N2CCCCC2)cc1
  i, i, -2, 14, i, i, i, -3, i, i, i
CSc1ccc(S(=O)(=O)NCC(=O)OC(C)C(=O)NCc2ccccc2)cc1[N+](=O)[O-] (stereo not drawn)
  i, i, 0, /, i, i, i, -7, i, i, i
O=C(CCN1CCOCC1)Nc1ccc2c(c1)CCC2
  i, i, 5, -2, i, i, i, -5, i, i, i
COc1cccc(-c2nn(-c3ccccc3)cc2CN(C)C(C)c2ccon2)c1 (stereo not drawn)
  6*, i, 2, /, i, i, i, -5, i, i, i
NNC(=O)CCc1nc2ccccc2[nH]1
  i, i, 5, /, i, i, i, -1, /, /, i
COc1ccc(N2C(=O)C(Cl)=C(N3CCCC3)C2=O)cc1
  i, i, 4, -6, i, i, i, -3, i, i, i
Cn1ncc(Br)c1C(=O)N1CCOCC1
  i, i, -16, 1, i, i, i, -7, i, i, i
COc1cc(S(=O)(=O)N(C)C2CCCCC2)c(C)cc1C
  i, i, /, -3, i, i, /, -9, i, i, i
CCC1(Cc2ccccc2)NC(=O)c2ccccc2O1 (stereo not drawn)
  i, i, -2, 6, i, i, i, -10, i, i, i
O=C1CC(c2cccnc2)c2cc3c(cc2N1)OCO3 (stereo not drawn)
  i, i, -4, 0, i, i, i, -14, i, i, i
Cc1ccc(N(C(=O)CNC(=O)c2ccco2)C(C(=O)NC2CCCC2)c2ccncc2)cc1F (stereo not drawn)
  i, i, -5, 3, i, i, i, -6, i, i, i
Cc1ccccc1NC(=O)c1cnc2ccccn2c1=O
  i, i, 3, 7, i, i, i, -7, i, i, i
COc1ccc2nc3cccc(OC)c3nc2c1
  i, i, 1, 47, i, i, i, -11, i, i, i
CCCc1nc(SCC(=O)Nc2cc(Cl)ccc2OC)c2c(=O)n(C)c(=O)n(C)c2n1
  i, i, /, /, 14*, i, /, -10, /, /, i

The list is partial; count on the stated rates, not on these rows.
